# 14-3-3 Bad inh: disrupts binding of bovine 14-3-3 zeta to phospho-Bad peptide | TR-FRET 14-3-3zeta/Dy647-pBad peptide displacement, 1 h | inhibition, % at 21.7 µM | 220,000 tested, 0.71% active;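 active means inhibition above about 70%, limit read from the data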;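 further: 0% = full 14-3-3 plus peptide FRET controls and 100% = background without 14-3-3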
# Target sequence (P63103 whole entry, looked up): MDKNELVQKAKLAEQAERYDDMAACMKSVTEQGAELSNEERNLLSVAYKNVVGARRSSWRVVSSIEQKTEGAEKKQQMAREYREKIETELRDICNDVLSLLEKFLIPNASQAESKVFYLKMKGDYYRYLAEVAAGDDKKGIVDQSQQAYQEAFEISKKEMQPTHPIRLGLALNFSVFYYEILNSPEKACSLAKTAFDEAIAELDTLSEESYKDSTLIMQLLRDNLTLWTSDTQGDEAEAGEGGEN
# TRPN1 ag: agonists of zebrafish TRPN1 channel; HEK293 zebrafish TRPN1-YFP, Fluo-8 calcium fluorescence; 100% = response to 87 µM carbachol; activation, % at 3 µM; 220,000 tested, 0.18% active;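 active means activation above its plate's cutoff, the mean activation of test wells on that plate plus 3 SD, cut at about 19% in these data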;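 further: 0% = DMSO alone and 100% = 87 µM carbachol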
#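 Assay system: Zebrafish TRPN1-YFP in HEK293 cells | Incubation: Dye loading 1 h at 37 °C, then 30 min room temperature | Measured by: Kinetic Fluo-8 fluorescence, ex 470-495, em 515-575 nm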
# NPY-Y1 PAM-ag: potentiates or activates human NPY-Y1 receptor | P25929 | NPY-Y1 expressing cells, potentiator/agonist activation | activation, % at 3.6 µM | 220,000 tested, 0.37% active | AID 1304; in the data active means activation above about 33%, passing the limit was not always enough;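 further: cells stimulated with NPY at EC10 then isoproterenol at EC100; 0% = low agonist plus stimulus and 100% = saturating agonist plus stimulus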
# PPC-1+TRAIL kill: kills PPC-1 cancer cells in the presence of TRAIL; PPC-1 cells + TRAIL, ATPLite viability luminescence; cell killing (% activity), % at 4 µM; 220,000 tested, 0.41% active; AID 1443;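 active means cell killing above 50% in the first pass at 4 µM, then a duplicate retest at 5 µM averaging 50% or more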;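 further: plate controls were cells with TRAIL plus DMSO for no effect and medium-only wells lacking cells for full effect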
# EP2 antag: EP2 receptor (human) inhibition | P43116 | C6 glioma cells expressing human EP2, cAMP TR-FRET; cells stimulated with saturating PGE2 | inhibition, % at 25 µM | 260,000 tested, 0.52% active | AID 1422;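 active means percent inhibition above 40 after rounding to a whole number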;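 further: rat C6 glioma host cells with rolipram phosphodiesterase inhibitor present; the protocol text gives 20 µM as final concentration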
# TRPML3 agonist: human mucolipin-3 channel agonism | HEK293 TRPML3-YFP, Fluo-8 calcium fluorescence; 100% = the carbachol control signal | 220,000 tested, 0.29% active | activation, % at 3 µM | Q8TDD5 | AID 1448;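 active means activation above its plate's cutoff, the mean activation of the plate's test wells plus 3 SD, cut at about 12% in these data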;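 further: 0% = DMSO only wells and 100% = carbachol wells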
# Target sequence (Q8TDD5 whole entry, looked up): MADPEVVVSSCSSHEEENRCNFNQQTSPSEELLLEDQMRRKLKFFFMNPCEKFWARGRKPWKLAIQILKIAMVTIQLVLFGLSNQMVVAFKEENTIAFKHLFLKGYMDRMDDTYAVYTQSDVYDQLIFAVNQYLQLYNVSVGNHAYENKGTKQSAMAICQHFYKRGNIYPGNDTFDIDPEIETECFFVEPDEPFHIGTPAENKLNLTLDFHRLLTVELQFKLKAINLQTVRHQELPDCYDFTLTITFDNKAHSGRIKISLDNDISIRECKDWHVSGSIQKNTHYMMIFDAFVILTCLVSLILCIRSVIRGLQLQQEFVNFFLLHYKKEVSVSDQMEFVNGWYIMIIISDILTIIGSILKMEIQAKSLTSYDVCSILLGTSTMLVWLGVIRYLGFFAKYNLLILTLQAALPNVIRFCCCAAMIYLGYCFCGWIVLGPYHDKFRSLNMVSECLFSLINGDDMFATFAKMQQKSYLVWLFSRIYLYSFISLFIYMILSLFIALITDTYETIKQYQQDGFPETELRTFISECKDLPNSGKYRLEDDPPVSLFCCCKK
#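 Test system – HEK293 line with stable expression of human TRPML3-YFP channel · Control set – carbachol 87 µM final as high control (100%), DMSO as low control (0%) · Signal – Fluo-8 calcium dye fluorescence, ex 470-495, em 515-575 nm · Incubation – 1-h 37 °C dye load, 5-s basal, 120-s post-compound reads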
# NPY-Y1 antag: blocks the human neuropeptide Y Y1 receptor | P25929 | HEK293-CNG Y1 cells, membrane potential fluorescence; NPY at EC95, then isoproterenol | inhibition, % at 3.6 µM | 200,000 tested, 1% active | AID 1040;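 active means inhibition above the campaign mean inhibition of all tested compounds plus 3 SD, cut at about 20% in these data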;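 further: 0% = DMSO wells given NPY plus isoproterenol and 100% = isoproterenol alone without NPY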
#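 System: HEK293 cells with Y1 receptor plus CNG channel / Probe or stimulus: NPY 25 nM then isoproterenol 1 µM plus Ro 20-1724 25 µM / Compound: one concentration, 3.6 µM, in 0.4% DMSO / Schedule: compound incubation 1 h at room temperature, readout 45 min post-stimulation / Measured by: membrane potential fluorescence / Read-out: % inhibition of NPY effect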
# CHOP inhibitor: CHOP inhibition in unfolded protein response. CHO-K1 CHOP-promoter luciferase, tunicamycin-induced, 15-18 h. inhibition, % at 10 µM. 220,000 tested, 3.8% active;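 active means compounds that reduced the stress-induced luciferase reporter signal by more than about 70% of percent inhibition, limit read from the data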;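 further: 0% = tunicamycin plus vehicle and 100% = wells without tunicamycin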
# EP2 modulator: modulates human prostaglandin E2 receptor EP2 signaling; 260,000 tested, 0.83% active; AID 940; EP2-expressing cells, cAMP HTRF FRET, PGE2 co-stimulation; induction, % at 25 µM; P43116;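 active means compounds whose cAMP rise, as percent of the full-agonist control response, exceeds 60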;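 further: rat C6 glioma line stably carrying human EP2 under a CMV promoter; the protocol text gives 20 µM as final concentration; 100% = response of wells given 1 µM PGE2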
# * hit, by the source's call; x = no result given; [ ] = another dose, or the depositor's remark. This is a subset (hit frequency here may not be typical).
SMILES,14-3-3 Bad inh,TRPN1 ag,NPY-Y1 PAM-ag,PPC-1+TRAIL kill,EP2 antag,TRPML3 agonist,NPY-Y1 antag,CHOP inhibitor,EP2 modulator
Cc1ccc(-c2nnc(NCc3ccccc3)c3ccccc23)cc1,0,0.3,-11,11,6,-0.5,1,35,12
Cc1cc(NC(=O)CN2C(=O)NC3(CCCCC3)C2=O)no1,1,1.9,-1,-31,5,0.8,0,-9,-11
CCn1cc(C(=O)NCc2cccs2)c(=O)c2cc(S(=O)(=O)N3CCOCC3)ccc21,11,-0.2,4,-4,5,0.0,x,-1,-4
O=C(Nc1ccc(Cl)cn1)c1ccc2c(c1)OCCO2,7,4.4,-6,49,10,1.8,4,-11,-20
CC1CCN(CCCn2c(=S)[nH]c3c(sc4ccc([N+](=O)[O-])cc43)c2=O)CC1,-8,-0.6,-12,5,2,-0.7,3,9,-8
CCOC(=O)c1ccc(NC(=O)Nc2cc(C)cc(C)n2)cc1,-19,1.9,2,6,8,1.1,-1,33,-12
O=c1c2c3nc4ccccc4nc3n(Cc3ccccc3)c2ncn1Cc1ccco1,13,0.9,-8,21,13,0.7,11,74*,26
CCOC(=O)N1CCN(S(=O)(=O)c2ccc3c(c2)CCN3C(=O)CC)CC1,3,-0.7,-4,7,15,0.8,1,36,-20
Cc1ccc(Nc2nc(C(=O)N3CCC(C(=O)NC(C)C)CC3)cs2)cc1,-5,3.5,10,12,3,0.3,x,-2,-25
COc1c(OC(C)=O)ccc(/C=C/c2ccc3ccccc3n2)c1[N+](=O)[O-],19[fluorescence artefact?],0.2,13,26,7,0.3,0,64,5
CCOC(=O)c1sc(NC(=O)CSc2nnc(C(C)C)n2CC)nc1C,-5,0.1,5,12,x,-0.1,7,20,33
Cc1cc(C)n(CCc2nc(-c3ccc(C)o3)cs2)n1,-25[fluorescence artefact?],-0.8,3,2,6,-0.1,1,-3,-46
CCCNC(=O)C1CC(=O)N(c2ccc(OCC(=O)Nc3cccc(C)c3C)cc2)C1 (centres undefined),0,0.3,-8,5,7,1.2,1,22,-4
CCC1=NNc2cccc3c(OC)ccc1c23,-12[fluorescence artefact?],0.9,37,-11,15,0.5,6,-13,27
CCOc1cc(S(=O)(=O)n2cc(-c3ccc(F)cc3)c(N)n2)cc(OCC)c1OCC,-11,0.3,-16,29,11,-1.4,-4,74*,-28
O=C1[C@@H]2[C@H](C(=O)N1Cc1ccco1)[C@H]1C=C[C@@H]2C1,1,0.8,2,10,5,0.8,3,-6,-20
CCOC(=O)Cn1c(C)cc(=O)c2cccc(C)c21,9,0.1,13,11,18,-0.5,2,-2,-23
CCOc1ccc(Nc2nc(Cc3nnc(SCC(=O)c4ccc(C)c(C)c4)o3)cs2)cc1,-1,-1.5,20,-23,12,-0.1,-5,61,-21
Cc1ccc(CN2CCN(/N=C/c3ccccc3)CC2)cc1,-2,1.3,-14,-3,7,0.0,x,29,-51
CCOC(=O)Cn1c(CN2CC(C)OC(C)C2)nc2c1c(=O)n(C)c(=O)n2C (centres undefined),7[fluorescence artefact?],0.3,12,x,8,0.0,2,0,30
CCCCC(=O)Nc1cc(OC)c(NC(=S)NC)cc1OC,2,0.4,-5,-1,9,1.0,1,-6,8
COc1ccc(CC(=O)NC(CC(=O)O)c2cccc([N+](=O)[O-])c2)cc1 (centres undefined),-8,1.4,3,14,0,0.4,-1,16,31
CC1=NN(C(=O)c2csc(C(C)C)c2)C(O)(C(F)(F)F)C1 (centres undefined),-16,0.0,-8,10,11,-0.7,2,12,11
COc1cc(CNC23CC4CC(CC(C4)C2)C3)ccc1OCc1ccccc1,-10,7.2,-2,22,7,4.3,8,7,-29
CC1CCCN(CC(O)COCC2COc3ccccc3O2)C1 (centres undefined),3,1.1,-6,13,15,0.9,9,5,-21
COc1ccc(/C=C\c2nc(=O)c3ccccc3o2)cc1,8,1.6,8,60*[5 µM],8,2.2,4,-30,36
CCC(CC)C(=O)Nc1cccc(C(=O)NCCc2ccc(S(N)(=O)=O)cc2)c1,-6,2.0,-9,-8,0,0.1,6,-16,8
CCOC(=O)CN1C(=O)C(O)=C(C(C)=O)C1c1ccc(F)cc1 (centres undefined),30[fluorescence artefact?],1.8,-18,4,11,0.8,-2,23,19
CCn1c(SCC(N)=O)nnc1-c1ccc(OC)c(OC)c1,-1,0.7,-12,-7,7,0.7,-2,-2,26
CC(=O)Nc1ccc2nc(NC(=O)C(Cl)(Cl)Cl)sc2c1,21,-0.5,11,11,5,0.4,10,-1,-29
CCOC(=O)C1(Cc2ccccc2C)CCCN(Cc2cc(OC)c(O)c(OC)c2)C1 (centres undefined),1,-1.5,-2,3,6,-0.3,2,-5,24
COC(=O)COc1ccc(S(=O)(=O)Nc2cc(OC)ccc2OC)cc1,-2,1.1,-17,4,13,0.7,-2,-9,-14
O=C(O)Cn1ccnc1,6[fluorescence artefact?],2.7,11,21,x,1.3,3,0,36
CCOC(=O)/C(=N\Nc1cccc(Cl)c1)Sc1nnc(-c2ccc(OC)cc2)n1C,-25,-0.3,-9,12,11,0.7,-3,27,-3
Cc1cc(OC(C)C(N)=O)nc(-c2ccccc2)n1 (centres undefined),-8,0.8,-11,-8,8,0.5,4,11,9
CCOC(=O)N=Nc1c2ccccc2c2nc3no[nH]c3nc12,-4,1.5,-11,83*[5 µM],18,2.9,5,105*,-70
NC1=NC(=O)CC(C(=O)Nc2cccc3ccccc23)S1 (centres undefined),-7,-0.4,17,-12,4,0.5,-1,19,12
CCOC(=O)C1=C(N)OC(C)=C(C#N)C1c1ccco1 (centres undefined),1[fluorescence artefact?],1.4,5,-15,10,0.5,-5,19,53
N#Cc1cc(-c2ccccc2)nn1-c1ccccc1,80*[fluorescence artefact?],-0.8,-27,13,16,0.6,6,30,-10
COc1ccc(CNc2ccc(C)c(C)c2)cc1,-8,0.1,3,17,8,0.5,4,59,-1
O=S(=O)(/N=C(/c1ccc(Cl)cc1)N1CCOCC1)c1ccc(Cl)cc1,0[fluorescence artefact?],0.3,13,7,11,1.1,4,25,22
NC(=O)CC(NC(=O)Cc1ccc(Br)cc1)c1ccc(NCCc2cccc(F)c2)c([N+](=O)[O-])c1 (centres undefined),6,x,x,9,11,x,x,-2,-18
N#Cc1c(-c2ccco2)nc(SCC(=O)Nc2cccc(Cl)c2)[nH]c1=O,-2[fluorescence artefact?],-0.4,0,22,21,0.7,5,18,64*
CC1CCN(S(=O)(=O)N2CCC(C(=O)N3CCC(N(C)CC4CCCO4)CC3)CC2)CC1 (centres undefined),-3,1.6,-2,8,10,0.2,0,-2,7
COc1ccc(-c2cc(C(=O)OCC(=O)c3ccc(C)c([N+](=O)[O-])c3)c3ccccc3n2)cc1,4,0.8,6,22,4,0.6,-1,39,13
N#Cc1c(-c2ccccc2)[nH]c(=O)[nH]c1=O,-1,0.0,2,10,4,-0.5,-1,-3,11
CCOc1ccc(/C=N/Nc2nc(=O)[nH]nc2C)cc1OC,-12,-1.0,-6,9,5,0.7,3,8,-12
Cc1nnc2ccc(Oc3ccc(-c4ccccc4)cc3)nn12,7,-0.8,1,-4,2,-0.5,5,67,-39
N#Cc1cccc(NC(=O)COc2ccc(-n3ccnc3)cc2)c1,-2[fluorescence artefact?],8.7,10,2,6,3.0,-12,32,-30
C/C(=N\Nc1ncc(Cl)cc1Cl)c1ccc(OC(F)F)cc1,1,0.1,7,32,5,0.5,-1,18,17
O=C(/C=C/c1cccs1)Nc1ccc([N+](=O)[O-])cc1,-12,8.7,-3,7,6,0.9,3,-16,-40
COc1ccc(/C=N/NC(=O)c2ccc3nc[nH]c3c2)cc1,-3,0.4,17,-6,11,0.6,x,-3,-16

# Screens (PubChem)
